# Assay outcomes: PubChem, National Center for Advancing Translational Sciences (NCATS)
# NPSR antagonist: neuropeptide S receptor (human) antagonism, cAMP. Q6W5P4. CHO-NPSR cells, cAMP TR-FRET, antagonist mode. Potency, µM (titrated, usually from 38.3 µM), for the others: at the highest dose activity change, negative = inhibition, hits mostly inhibitors. 220,000 tested, 1% active. AID 1461; also: % is scaled to controls: 0 for no effect and ±100 for the full control effect; nearly all actives have a fitted effect of over 50% in size; many of its hits are not listed in these tables
# Target sequence (Q6W5P4 whole entry, looked up): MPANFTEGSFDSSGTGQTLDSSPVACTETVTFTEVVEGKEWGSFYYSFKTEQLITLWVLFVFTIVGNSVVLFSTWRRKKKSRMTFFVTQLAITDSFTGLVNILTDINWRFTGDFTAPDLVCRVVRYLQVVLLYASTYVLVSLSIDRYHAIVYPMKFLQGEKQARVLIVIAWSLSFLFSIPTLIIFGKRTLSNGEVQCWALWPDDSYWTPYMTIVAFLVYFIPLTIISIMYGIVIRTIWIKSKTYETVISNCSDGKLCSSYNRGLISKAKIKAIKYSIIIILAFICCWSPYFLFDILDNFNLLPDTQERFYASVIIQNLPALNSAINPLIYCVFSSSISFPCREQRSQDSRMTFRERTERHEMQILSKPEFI
# GAA glycogen: inhibitors or activators of human alpha-glucosidase glycogen cleavage; P10253; recombinant GAA, glycogen substrate, Amplex Red glucose oxidase fluorescence; Potency, µM (highest dose often 76.4 µM), for the others: at the top dose activity change, negative = inhibition, actives largely listed as inhibitors; 300,000 tested, 0.38% active;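 also: 0% = full enzyme reaction and -100% = no-enzyme basal signal; the screen sought inhibitors and activators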
#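 Natural-substrate format: glycogen cleavage by 4 nM human enzyme, glucose read by Amplex Red coupling (Ex 573, Em 610 nm). Normalized to enzyme and no-enzyme controls.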
# ALDH1A1 inh: inhibitors of human aldehyde dehydrogenase 1A1; P00352; Purified ALDH1A1, NADH fluorescence, propionaldehyde substrate; Potency, µM (titrated, usually from 75.3 µM), for inactives: at the top dose activity, negative = inhibition, most hits filed as inhibitors; 220,000 tested, 7.3% active; AID 1030; active = well fitted inhibition curve with a large enough effect, not every such curve was filed as active; inconclusive = small, poorly fitted or top-dose-only effect, or another doubt; inactive = no such curve, though single readings can be large or run the other way;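 also: plate controls were no enzyme wells and a reference inhibitor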
# GAA inh: inhibitors of human lysosomal alpha-glucosidase | purified human GAA, 4-MU-alpha-glucoside fluorescence | Potency, µM (titrated, usually from 76.9 µM), inactives show top-dose activity change, negative = inhibition, actives largely listed as inhibitors | 200,000 tested, 0.005% active;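 also: plate controls were uninhibited enzyme wells for no effect and no-enzyme background for full effect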
#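 AC50 values come from Hill fits of compound titrations (up to 77 uM) against 4 nM human enzyme. Substrate 4-methylumbelliferyl-alpha-D-pyranoside at 400 uM, pH 5.0 citrate buffer, 20 min room temperature; fluorescence Ex 365/Em 440 after alkaline stop.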
# aGlu spleen mod: inhibits or activates alpha-glucosidase in human spleen homogenate; AID 2112; Potency, µM (titrated, usually from 79.9 µM), for the others: at the top dose activity change, negative = inhibition, most hits filed as inhibitors; P10253; human spleen homogenate, 4-MU-alpha-glucoside fluorescence; 240,000 tested, 0.006% active;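 also: 0% = enzyme with vehicle and -100% = no enzyme basal signal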
#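 AC50 values come from Hill-equation fits of concentration-response data, normalized to no-enzyme and full-activity controls. Enzyme source: 1 ug human spleen homogenate; 1 mM fluorogenic 4-MU glucoside, pH 5.0 citrate buffer, 37 C, 40 min.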
# Tau fluor cs: counter-screen for tau fibril formation inhibitors; 280,000 tested, 0.93% active; tau K18 P301L (four-repeat tau fragment) Alexa594 fluorescence, heparin fibrillization; Potency, µM (doses to about 57.7 µM), for the others: at the top dose activity change, negative = decrease; also: % is scaled to controls: 0 for no effect and ±100 for the full control effect; nearly all actives have a fitted effect of over 55% in size
#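 Human K18 P301L tau (15 uM unlabeled plus 0.24 uM Alexa 594-labeled, final) in 100 mM sodium acetate pH 7 was mixed with compound and 20 uM heparin and incubated 6 hr at 37 C.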
# GLA spleen mod: alpha-galactosidase A (human) modulation. human spleen homogenate, 4MU-alpha-Gal fluorescence, 40 min. Potency, µM (titrated, usually from 80 µM), inactives show top-dose activity change, negative = inhibition, most hits filed as inhibitors. P06280. 240,000 tested, 0.008% active;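 also: 0% = enzyme with vehicle and -100% = no enzyme basal signal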
# Target sequence (P06280 32-429 limits assumed): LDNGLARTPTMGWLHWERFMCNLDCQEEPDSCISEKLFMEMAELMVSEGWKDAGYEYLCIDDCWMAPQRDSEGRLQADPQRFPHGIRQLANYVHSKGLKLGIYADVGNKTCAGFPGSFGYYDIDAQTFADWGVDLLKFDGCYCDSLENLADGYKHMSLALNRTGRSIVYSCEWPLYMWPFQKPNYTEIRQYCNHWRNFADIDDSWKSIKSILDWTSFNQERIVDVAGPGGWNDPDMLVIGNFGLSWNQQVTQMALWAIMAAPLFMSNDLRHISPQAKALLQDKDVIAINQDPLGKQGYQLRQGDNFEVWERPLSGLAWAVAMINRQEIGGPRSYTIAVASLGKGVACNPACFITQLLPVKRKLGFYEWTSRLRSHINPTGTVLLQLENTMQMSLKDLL
#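 Human spleen homogenate (1 ug) as enzyme source, 4-methylumbelliferyl-alpha-D-galactopyranoside 1 mM final, citrate/phosphate pH 5.0 with 0.01% Tween-20. Compounds 40 min at 37C, NaOH/glycine stop; fluorescence Ex 365/Em 440, Hill-fit AC50.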
# Epigenetic reg: derepresses silenced GFP reporter in murine cells. murine LDR cells, GFP reporter derepression, 30 h. Potency, µM (series often up to 53.9 µM), without a hit: top-dose GFP activation, most hits filed as activators. 280,000 tested, 0.2% active. AID 1865; also: % of control where 0% means no effect; nearly all actives have a fitted effect of over 60% in size
#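 Murine LDR cells bearing a silenced CMV-driven GFP reporter were exposed to compound for 30 h at 37 C. After PBS washes, GFP-positive cells (20-120 um objects) counted by laser-scanning microplate cytometry.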
# * = called active by the depositor; ? = inconclusive; . = no result given; & = joins results of further samples; [ ] = remark or other dose. Unless noted, calls follow the shape of the dose curve; as a rule, active = well fitted curve in the direction sought with a large enough effect; inconclusive = small, poorly fitted or top-dose-only effect, or another doubt; inactive = no such curve, though single readings can be large; an effect the other way counts as inactive or inconclusive. Potency is read from the fitted curve at half-maximal effect. Not all compounds are listed; the hit share may differ from the screen's.
[1] CC(C)(C)NS(=O)(=O)c1ccc(CCC(=O)NCc2ccco2)cc1
[2] O=C(Oc1cccc(Nc2ncnc3ccccc23)c1)c1ccccc1Cl
[3] CCS(=O)(=O)N1CCN(c2ccc(S(=O)(=O)N3CCOCC3)cc2)CC1
[4] Cn1ccnc1SCC(=O)Nc1ccc2c(c1)COC2=O
[5] NC1=NC(=Nc2ccc(Cl)cc2)c2ccccc21
[6] Cc1ccc(CO/N=C/c2c(O)cc(C)oc2=O)cc1
[7] Nc1nsc2ccccc12
[8] N#Cc1c[nH]n2c(=O)c3c(nc12)CCC3
[9] Cc1cc(N2CCN(Cc3nc(-c4ccc(F)cc4)oc3C)CC2)cc(C)n1
[10] CCNC(=S)NNC(=O)Cc1ccccc1

assay / entry	1	2	3	4	5	6	7	8	9	10
NPSR antagonist	-1%[46.1 µM]	-15%[46.1 µM]	2%	3%[46.1 µM]	-38%	12%	-8%[46.1 µM]	-2%	-9%	6%[46.1 µM]
GAA glycogen	-5%	-4%	0%	1%	5%	22%	-8%	4%	-13%	2%
ALDH1A1 inh	?	-1%	2%	?	-5%	8%	?	?	?	2%
GAA inh	-10%	-2%	-8%	2%	4%	0%	2%	?	.	-5%
aGlu spleen mod	-8%	-7%	5%	-6%	-9%	-2%	1%	-8%	6%	-6%
Tau fluor cs	-3%	?	-2%	7%	-26%	15%	-17%	15%[2.34 µM]	3%	5%
GLA spleen mod	-4%	-13%	2%	-6%	-1%	-1%	1%	-6%	11%	0%
Epigenetic reg	0.4%	0.9%	1.4%	-1.0%	-1.6%	6.1%	0.9%	-1.1%	-1.2%	-1.1%

[11] C=CCn1sc(=N)c(C#N)c1N
[12] Cc1ccccc1CC1(CO)CCCN(C(=O)c2ccccc2N(C)C)C1 (configuration not stated)
[13] COC(=O)C1CCN(C(=O)N2CCOCC2)CC1
[14] COc1cc(C(=O)OCC(C)=O)c([N+](=O)[O-])cc1OC
[15] O=C(NCc1cn2ccccc2n1)c1ccco1
[16] O=C(O)c1ccc(NC2=Nc3cccc4cccc2c34)cc1
[17] COCCNC(=O)c1ccc(NS(C)(=O)=O)cc1
[18] COc1ccc([C@H]2[C@H](C(=O)C(C)(C)C)N3N=Cc4ccccc4C3[C@]23N=C(c2ccccc2)OC3=O)cc1 (some centres not stated)
[19] Cn1c(=O)cc(N)n(Cc2ccccc2)c1=O
[20] O=C1COc2ccc(C(=O)COC(=O)Cn3cnc4ccccc43)cc2N1

assay / entry	11	12	13	14	15	16	17	18	19	20
NPSR antagonist	-14%[46.1 µM]	31%	1%[46.1 µM]	6%	-13%[46.1 µM]	7%	14%[46.1 µM]	?	12%	-1%[46.1 µM]
GAA glycogen	-19%	-14%	4%	7%	?	2%	1%	-3%	6%	-3%
ALDH1A1 inh	-5%	6%	10%	5%	?	.	-1%	?	5%&12%	28µM*
GAA inh	-1%	-8%	-18%	-11%	3%	.	?	12%	2%	-5%
aGlu spleen mod	-6%	4%	-4%	-13%	-3%	5%	3%	-11%	1%&4%	-1%
Tau fluor cs	2%	-5%	-7%	-4%	4%	9%	0%	-16%	-11%&-7%	-2%
GLA spleen mod	-6%	-1%	7%	2%	15%	7%	4%	-17%	-3%&3%	0%
Epigenetic reg	-11%	8.3%	-1.0%	-0.9%	0.8%	2.9%	1.3%	-2.9%	-1.0%&2.6%	-7.5%

[21] CCCCNC(=O)CC1NCCNC1=O (configuration not stated)
[22] CCOC(=O)N1CCC(NC(=O)CCc2c(C)nc3nc(C)nn3c2C)CC1
[23] O=C(O)c1cc(-c2ccc(N3CCOCC3)cc2)nn1-c1ccc(F)cc1
[24] CCOC(=O)C1CC(c2ccc(Cl)cc2)=NNC1=O (configuration not stated)
[25] Cc1cc(=O)n2c(-c3ccccc3C)n[nH]c2n1
[26] CC(C)c1nnc(NC(=O)CCC(=O)N2CCN(c3ccccn3)CC2)s1
[27] CCCCN(CC)CCNC(=O)c1cc2c(C)nc3ccccc3c2o1
[28] Cc1ccccc1CSCCC(=O)NCCC1=CCCCC1
[29] Cc1ccc2c(c1)c1c3n2CCCN(Cc2ccccc2)C3CCC1 (configuration not stated)
[30] CCCCN1C(C)=CC(=C2C(=O)c3ccccc3C2=O)C=C1C

assay / entry	21	22	23	24	25	26	27	28	29	30
NPSR antagonist	14%	-7%[46.1 µM]	-5%[46.1 µM]	10%	-6%[46.1 µM]	0%[46.1 µM]	-2%[46.1 µM]	0%	-24%[46.1 µM]	-38%
GAA glycogen	7%	0%	0%	-10%	-8%	0%	5%	1%	-9%	-5%
ALDH1A1 inh	6%	12%	13%	1%	5%	?	0%	-37%	5%	14µM*
GAA inh	?	-4%	6%	1%	4%	-1%	2%	2%	-16%[15.4 µM]	-10%
aGlu spleen mod	0%	1%	1%	-1%	-2%	4%	-5%	-5%	-5%	-2%
Tau fluor cs	-15%	-1%	-2%	-1%	7%	0%	6%	-16%	?	-6%
GLA spleen mod	0%	2%	8%	4%	0%	14%	-3%	-1%	7%	-5%
Epigenetic reg	5.2%	-1.1%	0.0%	1.1%	-1.0%	-3.7%	-1.0%	-1.0%	?	7.0%

[31] O=C1c2ccccc2NC(c2cn[nH]c2-c2ccccc2)N1O (configuration not stated)
[32] Cc1ccc(S(=O)(=O)N2CCCCC2)cc1C(=O)Nc1ncn[nH]1
[33] OCCn1c(-c2ccc3c(c2)OCO3)csc1=Nc1ccccc1
[34] c1cnc(N2CCN(c3cnccn3)CC2)nc1
[35] CN(C(=O)CSc1nc(-c2ccccc2)c(-c2ccccc2)o1)C1CCS(=O)(=O)C1 (configuration not stated)
[36] CCOc1ccc(/C=C2\SC(=S)NC2=O)cc1OC
[37] CC(C)CC(NC(=O)C(Cc1ccc(OCc2ccccc2)cc1)NC(=O)OC(C)(C)C)C(N)=O (configuration not stated)
[38] CCC(C)C(NC(=O)C1CCC(C)CC1)C(=O)NC(C(=O)OC)C(C)C (configuration not stated)
[39] c1coc(CNc2c3c(nc4ccccc24)CCC3)c1
[40] CCC(=O)N1c2ccc(S(=O)(=O)CCC(=O)NCc3ccc4c(c3)OCO4)cc2CC1C (configuration not stated)

assay / entry	31	32	33	34	35	36	37	38	39	40
NPSR antagonist	5%	-9%[46.1 µM]	-10%[46.1 µM]	10%	-12%	?	-11%[46.1 µM]	4%[46.1 µM]	-2%[46.1 µM]	-14%[46.1 µM]
GAA glycogen	3%	3%	-6%	-14%	-12%	-19%	-10%	-1%	6%	-15%
ALDH1A1 inh	2%	-1%	?	14%	?	?	1%	0%	9%	-7%
GAA inh	5%	-9%	-6%	-7%	1%	-2%	10%	-5%	-5%	9%
aGlu spleen mod	4%	-5%	-13%	10%	3%	7%	3%	-13%	1%	2%
Tau fluor cs	-2%	-6%	-25%	-8%	-9%	-18%	0%	-10%	-3%	-3%
GLA spleen mod	1%	-4%	-3%	5%	1%	1%	0%	-9%	-8%	4%
Epigenetic reg	-0.7%	-0.9%	3.2%	1.2%	3.5%	-1.6%	-0.2%	-1.0%	6.1%	-2.0%

# Some of the entries so far, bar-delimited.
entry | smiles | NPSR antagonist | GAA glycogen | ALDH1A1 inh | GAA inh | aGlu spleen mod | Tau fluor cs | GLA spleen mod | Epigenetic reg
22 | CCOC(=O)N1CCC(NC(=O)CCc2c(C)nc3nc(C)nn3c2C)CC1 | -7%[46.1 µM] | 0% | 12% | -4% | 1% | -1% | 2% | -1.1%
23 | O=C(O)c1cc(-c2ccc(N3CCOCC3)cc2)nn1-c1ccc(F)cc1 | -5%[46.1 µM] | 0% | 13% | 6% | 1% | -2% | 8% | 0.0%
24 | CCOC(=O)C1CC(c2ccc(Cl)cc2)=NNC1=O (configuration not stated) | 10% | -10% | 1% | 1% | -1% | -1% | 4% | 1.1%

# Additional structures
[41] Nc1c(N2CCCCC2)c2ccccc2oc1=O
[42] O=C(NCC1CCCO1)c1nc2c(nnn2Cc2ccc(F)cc2)c(=O)[nH]1 (configuration not stated)
[43] CN1C(=O)c2cccc(NC(=O)C3CCCCC3)c2C1=O
[44] c1ccc2oc(-c3csc(N4CCOCC4)n3)cc2c1
[45] C=CCNC(=O)/C(=C\C=C\c1ccccc1)NC(=O)c1ccccc1Cl
[46] Cc1ccc(/C=N/N(Cc2ccccc2)c2ccccc2)o1
[47] Cc1nnc(SCC(=O)NCc2ccc(Cl)cc2)[nH]c1=O
[48] Clc1ccc(Cn2nnc(-c3ccc(CN4CCOCC4)cc3)n2)cc1
[49] CCn1cc(CNC(=O)c2cc(Cl)ccc2OC)c(C)n1
[50] COc1ccc(NC(=O)CCCn2c(=O)oc3ccccc32)cc1Cl

assay / entry	41	42	43	44	45	46	47	48	49	50
NPSR antagonist	-8%	1%[46.1 µM]	-17%[46.1 µM]	-9%	-4%	-40%	-8%[46.1 µM]	?	-8%[46.1 µM]	9%
GAA glycogen	?	2%	-12%	-2%	1%	1%	0%	-11%	-2%	5%
ALDH1A1 inh	-1%	1%	?	?	?	20µM*	-4%	-9%	6%	5%
GAA inh	8%	-1%	0%	1%	-28%	-7%	-2%	2%	0%	-6%
aGlu spleen mod	5%	-6%	3%	8%	0%	-5%	?	-5%	2%	-1%
Tau fluor cs	-28%	7%	-8%	-30%	3%	-18%	2%	-9%	1%	-14%
GLA spleen mod	-21%	4%	4%	-7%	-13%	-2%	-15%	-6%	0%	-3%
Epigenetic reg	-0.1%	0.0%	-0.4%	-2.8%	-1.8%	-1.3%	2.3%	-1.0%	-2.6%	-0.1%

[51] COc1cc(NC(=O)CSc2nnc3c(n2)[nH]c2ccc(S(=O)(=O)NC(C)C)cc23)cc(OC)c1OC
[52] C=CCn1c(O)c(C=Nc2ccccc2)sc1=S
[53] Cc1ccccc1OCC(=O)Nc1ccccc1N1CCCCC1
[54] Clc1ccc(CN2CCC(c3nc4ccc(Cl)cc4[nH]3)CC2)cc1
[55] COC(=O)c1ccc(NC(=O)CSc2nnc(CNc3ccc(F)cc3)n2C)cc1

assay / entry	51	52	53	54	55
NPSR antagonist	-10%	17%	?	-15%[46.1 µM]	-15%[46.1 µM]
GAA glycogen	-1%	-8%	-8%	8%	-3%
ALDH1A1 inh	-11%	?	0%	-4%	-7%
GAA inh	2%	-32%	-9%	-4%	-5%
aGlu spleen mod	-3%	5%	5%	-5%	4%
Tau fluor cs	-25%	-28%	-7%	-10%	-10%
GLA spleen mod	-3%	6%	6%	-13%	0%
Epigenetic reg	-1.6%	3.2%	-6.6%	-0.9%	-1.0%
